hcGAS lum – inhibitors of human cGAS | recombinant h-cGAS, ATP depletion, Kinase-Glo luminescence | inhibition, % at 12.5 µM | actives 0.081% (n = 290,000) | AID 1259398;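 also: 0% = vehicle reaction and 100% = reaction without DNA for no activity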
Target sequence (Q8N884 whole entry, looked up): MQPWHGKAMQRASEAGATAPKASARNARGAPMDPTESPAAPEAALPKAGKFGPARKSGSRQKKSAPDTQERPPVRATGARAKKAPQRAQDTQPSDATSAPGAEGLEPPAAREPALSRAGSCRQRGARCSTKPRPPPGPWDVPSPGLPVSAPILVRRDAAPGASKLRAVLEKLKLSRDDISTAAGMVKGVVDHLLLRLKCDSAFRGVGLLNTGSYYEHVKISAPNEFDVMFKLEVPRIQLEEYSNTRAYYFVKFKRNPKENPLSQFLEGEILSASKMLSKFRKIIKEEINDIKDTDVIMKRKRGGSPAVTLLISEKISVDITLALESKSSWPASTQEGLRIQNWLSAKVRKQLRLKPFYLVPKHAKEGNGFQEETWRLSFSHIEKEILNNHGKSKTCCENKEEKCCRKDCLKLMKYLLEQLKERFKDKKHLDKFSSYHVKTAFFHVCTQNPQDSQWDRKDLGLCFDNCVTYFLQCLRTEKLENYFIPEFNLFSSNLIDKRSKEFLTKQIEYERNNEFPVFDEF
NPYLR7 agonist – activates Aedes aegypti NPYLR7 receptor | HEK293T NPYLR7/Galpha15, GCaMP6s calcium fluorescence | activation, % at 10 µM | actives 0.15% (n = 270,000) | AID 1259423; in the data active = activation above about 40%;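 also: 0% = vehicle and 100% = reference agonist at the receptor; some compounds past the cut are filed as inactive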
mcGAS lum – mouse cGAS inhibition by luminescence. Q8C6L5. inhibition, % at 12.5 µM. actives 0.15% (n = 160,000). recombinant cGAS, Kinase-Glo ATP depletion luminescence;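 also: 0% = negative control wells and 100% = reference inhibitor with no enzyme activity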
Active calls of the source: *; / = not tested or not shown; & = joins results of further samples. Rule as the data show it, unless noted: active = inhibition above about 40%; inactive = the rest. An unsorted share of the library; any-hit rate near 0.26%.

#	structure	hcGAS lum	NPYLR7 agonist	mcGAS lum
1	CC(=O)Nc1ccc(OCC(O)CON=C2c3ccccc3-c3ccccc32)cc1 (stereo not given)	-3.0	3.9	-6.6
2	CS(=O)(=O)Oc1ccc(CN(Cc2ccccc2)C(=O)NC23CC4CC(CC(C4)C2)C3)cc1	-9.9	12.0	-5.8
3	Cn1cc(CCCN2CCOC(CNc3cccnn3)C2)cn1 (stereo not given)	-5.6	-0.2	-16.6
4	COCC(C)NCCc1cnn(-c2ccccc2)c1 (stereo not given)	-8.7	-0.4	-12.2
5	CC(=O)Nc1cccc(Nc2cc3c(cn2)cc(-c2cnn(C)c2)n3Cc2ccccc2)c1	-3.8	-16.0	-2.9
6	COc1ccc(C(NC(=O)c2oc3ccc(Cl)cc3c2C)c2nccn2C)cc1 (stereo not given)	-7.7	3.6	/
7	CCOC(=O)NC12CC3CC(CC(C3)C1)C2	-6.4	/	-4.4
8	CN1CCN(C(=O)c2cc3c(=O)n4ccccc4nc3n2C)CC1	-4.6	-4.6	-5.7
9	Cc1ccc(F)c(N2C(=O)CSC2c2ccc(NC(=O)C(C)(C)C)cc2)c1 (stereo not given)	-6.6	18.1	-7.1
10	Nc1ncnc2sc3c(c12)CCNC3	-3.1	1.1	-4.6
11	C1CCc2c(sc3nc(C4CC4)nc(NCC4(N5CCOCC5)CCSC4)c23)C1 (stereo not given)	-0.3	13.5	/
12	CN(C)S(=O)(=O)N1CCN(c2ccccn2)CC1	-8.6	0.5	-8.2

Taken from above.
entry 5 in NPYLR7 agonist is entered as -16.0
entry 12 in NPYLR7 agonist is entered as 0.5
entry 10 in mcGAS lum is entered as -4.6
entry 1 in mcGAS lum is entered as -6.6
entry 8 in mcGAS lum is entered as -5.7

The list goes on.
#	structure	hcGAS lum	NPYLR7 agonist	mcGAS lum
13	COC(=O)c1ccc(NC(=O)c2ccc(Br)o2)cc1	-12.5	22.0	/
14	O=C(NCCn1ncc2c(N3CCCCC3)ncnc21)c1cccc(C(F)(F)F)c1	-5.5	-0.5	1.9
15	CC(C)CC(CNC(=O)C1CC1C)NC(=O)C1CC1C (stereo not given)	-7.1	13.4	-17.0
16	O=C(c1ccccc1Br)n1sc(=O)c2ccccc21	-11.0	-0.9	/
17	CC(NC(=O)c1cccc(S(=O)(=O)N2CCCC2)c1)C1CC1 (stereo not given)	-4.8	-5.7	-9.4
18	N#Cc1c(SCc2ccccc2)n[nH]c1-c1cccs1	0.7	9.9	/
19	Cc1ccc(NC(=O)NC(=O)CN2CCC(C)CC2)c(C)c1	0.8	-8.7	/
20	Cc1nn(CC(=O)Nc2cccc3c(=O)[nH][nH]c(=O)c23)c(C)c1Cl	-11.1	11.3	/
21	CN(C(=O)c1cc(Br)ccc1F)c1cc(Cl)ccc1C#N	-8.0	3.0	-14.1
22	O=C(c1cc2ccsc2n1Cc1ccccc1F)N1CCN(Cc2ccccc2)CC1	-9.8	-2.0	-5.1
23	CC(=O)C1=C(c2cccs2)N(C(C)=O)n2c(nnc2-c2ccccc2)S1	-9.6	2.9	/
24	N#Cc1cn(-c2cccc([N+](=O)[O-])c2)nc1N=CC(C#N)C#N	3.2	9.7	/
25	C=CCC1c2cccc(C(=O)O)c2C(=O)N1c1cccc(C)c1 (stereo not given)	0.3	-10.7	/
26	COc1ccc(C(=O)N2CCOC(C(F)(F)F)C2)c(OC)c1OC (stereo not given)	-4.2	5.4	/
27	CC1(C)OC(=O)C(=CNc2ccc(S(=O)(=O)N=C(N)N)cc2)C(=O)O1	-3.8	10.3	-9.0
28	Cn1cc(S(N)(=O)=O)cc1C(=O)O	-12.1	7.1	-7.9
29	COc1ccc2c(c1)c(C#N)c1n2CCN=C1N(C)C	5.5	4.1	/
30	COCCn1cc(NC(=O)NCc2ccc(Cl)cc2)c2ccccc21	-13.5	15.6	/
31	CC(C)(C)c1cc2nc(C(=O)N3CCN(C(c4ccccc4)c4ccccc4)CC3)cc(-c3ccc(F)cc3)n2n1	-1.8	17.2	-4.2
32	CN(CC1Cc2ccccc2O1)C(=O)c1cc(COc2ccccc2F)[nH]n1 (stereo not given)	-7.1	18.4	/
33	COc1ccccc1C(=O)N=Nc1c(O)[nH]c2c(C)cc(C)cc12	-6.8	-0.9	-5.4
34	OC1(CNc2ncc(F)cn2)CCCNCC1 (stereo not given)	-2.1	24.7	-16.6
35	COc1ccc(C)cc1NC(=O)CCc1sc(C)nc1-c1cccs1	-0.1	/	1.0
36	CC(C)Cc1cc(CNC(=O)c2ccc(NC(=O)C3CCC3)cc2)on1	-5.3	4.6	/

In the list so far, these have a furan ring, fused or not:
#	structure	hcGAS lum	NPYLR7 agonist	mcGAS lum
6	COc1ccc(C(NC(=O)c2oc3ccc(Cl)cc3c2C)c2nccn2C)cc1 (stereo not given)	-7.7	3.6	/
13	COC(=O)c1ccc(NC(=O)c2ccc(Br)o2)cc1	-12.5	22.0	/

More results follow:
#	structure	hcGAS lum	NPYLR7 agonist	mcGAS lum
37	Cc1ccc(NC(=O)c2ccc3cc[nH]c3c2)cc1	-4.8	2.0	/
38	CCOC(=O)C1CCN(C(=O)c2cc(-c3cccc(OC)c3)n(-c3ccccc3)c2C)CC1	-4.1	/	-4.2
39	Cc1c(N2C(=O)/C(=C\c3ccco3)SC2=S)c(=O)n(-c2ccccc2)n1C	0.2	-2.4	/
40	N#CCCN(CC(=O)NC(=O)NCC(F)(F)F)C1CC1	-6.4	-2.9	-15.7
41	CCOC(=O)c1c[nH]c2ccc(OC)cc2c1=O	7.2	-0.9	/
42	Cc1cc(C)n2c(NC(C)(C)C)c(-c3cccc(F)c3)nc2c1	-7.0&-3.6	5.0&-1.8	-6.5&-3.0
43	Cn1c(=O)n(CCC(=O)Nc2ccc3c(c2)OCO3)c2ccccc21	-1.2	-11.7	/
44	COc1cc(C=C2N=C(c3ccc(OC(F)F)cc3)OC2=O)cc(OC)c1OC	-6.1	-1.6	/
45	CCN(C)c1cc(N2CCN(Cc3cc4ccccc4n3C)CC2)ncn1	-6.2	-0.9	-12.5
46	O=S(=O)(NCCOc1ccc(-c2ccco2)nn1)c1ccc(F)cc1	-8.4	-1.0	-2.9
47	COCC(=O)N1CCSC12C(=O)N(Cc1cccc(C(F)(F)F)c1)c1ccc(OC)cc12 (stereo not given)	2.9	-4.1	1.1
48	C#CCn1c(=NC(=O)CCS(=O)(=O)c2ccccc2)sc2c(OC)ccc(OC)c21	-9.8	3.6	-7.5
49	CN(c1ncccc1CNC(=O)C1CCOCC1)C1CCCCC1	-5.9	14.1	/
50	Cc1nc(-c2cccs2)cs1	-5.3	-7.6	/
51	Nc1nc(SCC(=O)NCCN2CCOCC2)nc2sc3c(c12)CCC3	-3.6	0.2	/
52	O=C(NC1CC2CCC(C1)N2Cc1ccc2c(c1)OCO2)c1cc(C(F)(F)F)cc(C(F)(F)F)c1 (stereo not given)	-1.0	7.4	-5.1
53	O=S(=O)(c1cccc2cccnc12)n1nnc2ccccc21	-5.1	3.0	/
54	Cc1nc(CC(=O)NC2CCc3[nH]c4ccc(Br)cc4c3C2)c(C)s1 (stereo not given)	-1.5	-2.8	-0.8
55	Cc1ccccc1N1CCCN(Cc2cc3n(n2)CCNC3)CC1	3.2	2.3	-0.9
56	Cc1cc(N(C)C2CCCCC2)nc(SCc2cccc(C(=O)NCC3CCCO3)c2)n1 (stereo not given)	-12.3	4.9	-4.2
57	Cc1ccc(-c2nc(C)c(C(C)C)c(N3CCN(C(=O)c4ccc(F)cc4)CC3)n2)cc1	-3.6	6.3	-4.2
58	Cc1cc(N2CCCC2)ccc1NC(=O)CCc1ccsc1	-12.9	5.5	/
59	CC1CCN(Cc2nnnn2CC(=O)N2CCCC2c2nccs2)CC1 (stereo not given)	-2.2	-0.2	/
60	Cc1cc(NCCN(C)C)n2nc(C)c(-c3ccc(Cl)cc3)c2n1	-7.8	-2.5	-7.9

New compounds follow
Values run as follows: hcGAS lum, NPYLR7 agonist, mcGAS lum
[61] CCC(=O)N1CCCC(C(=O)NC(C)(C)c2ccc3c(c2)OCO3)C1 (stereo not given)
    -7.3, 7.7, /
[62] COCCOC(=O)C1=C(C)NC2=C(C(=O)C(C(=O)OC)C(C)C2)C1c1ccc(C)o1 (stereo not given)
    -3.1, -0.4, /
[63] CONc1nc(NC(C)(C)C)nc(OCC#N)n1
    -9.2, 4.7, /
[64] Cc1ccc(CN(C)C(=O)NCc2nnc3n2CCCCC3)c(C)c1
    -4.7, 6.6, -7.2
[65] Cc1cccc(C2c3[nH]c4ccccc4c3CCN2C(=O)CCN2CCCCO2)n1 (stereo not given)
    -4.3&0.5, 4.0&-3.2, -2.4
[66] COCc1nc(-c2ccccc2)nc(N2CCN(C(=O)c3cccs3)CC2)c1Cc1cccc(Cl)c1
    -7.9, 17.8, -4.6
[67] Cc1nc(C)c(Cc2cccc(C(F)(F)F)c2)c(N2CCN(S(=O)(=O)c3ccc(Cl)cc3)CC2)n1
    1.6, /, -4.0
[68] CCOc1ccc(N2CC(C(=O)O)CC2=O)cc1C(F)(F)F (stereo not given)
    -7.7, -3.9, /
[69] COc1cc(CC2(CCC(=O)N3CCCC(c4nc5ccccc5o4)C3)CCC(=O)N2)ccc1F (stereo not given)
    -2.6, -0.5, -9.4
[70] CNC(=O)c1ccccc1NS(=O)(=O)c1ccc(C(F)(F)F)cn1
    -7.6, -2.0, /
[71] CCCC(=O)OCC(O)CN(Cc1c(-c2ccccc2)nn(C)c1Oc1cccc(C)c1)CC1CC1 (stereo not given)
    -4.1, 0.2, -2.5
[72] Cc1cccc(NC(=O)C(O)(c2ccccc2)c2ccccc2)n1
    -12.5, 8.1, /
[73] O=C(c1ccccc1Cc1ccc(Cl)cc1)N1CCOCC1
    -5.4, -1.1, -10.3
[74] CCN1CCN(C(=O)C2CCCCC(=O)N2)CC1 (stereo not given)
    -9.6, /, -6.4
[75] C=CCNC(=O)C(NC(=O)c1ccc(F)cc1)C1CCN(C(=O)c2cccc(F)c2)CC1 (stereo not given)
    -2.9, -3.2, -0.1

Rewritten as labelled records: entries from further up.
13. COC(=O)c1ccc(NC(=O)c2ccc(Br)o2)cc1
- hcGAS lum: -12.5
- NPYLR7 agonist: 22.0
- mcGAS lum: /

44. COc1cc(C=C2N=C(c3ccc(OC(F)F)cc3)OC2=O)cc(OC)c1OC
- hcGAS lum: -6.1
- NPYLR7 agonist: -1.6
- mcGAS lum: /

57. Cc1ccc(-c2nc(C)c(C(C)C)c(N3CCN(C(=O)c4ccc(F)cc4)CC3)n2)cc1
- hcGAS lum: -3.6
- NPYLR7 agonist: 6.3
- mcGAS lum: -4.2

51. Nc1nc(SCC(=O)NCCN2CCOCC2)nc2sc3c(c12)CCC3
- hcGAS lum: -3.6
- NPYLR7 agonist: 0.2
- mcGAS lum: /

(listing goes on)
Values run as follows: hcGAS lum, NPYLR7 agonist, mcGAS lum
[76] O=C(Cc1ccc(F)cc1)N(Cc1ccccn1)c1nc2c(F)cccc2s1
    -7.2, 1.7, -10.6
[77] O=C(c1ccoc1)N1CC[C@@H](N2CCN(c3ccccc3F)CC2)[C@H](O)C1
    -3.7, 2.2, /
[78] COc1nc(C)cc(C)c1CNC(=O)c1cc2n(n1)CCCN(C)C2
    0.3, 1.3, /
[79] CCOc1ccc(C(O)=C2C(=O)C(=O)N(Cc3cccnc3)C2c2cccc(OC)c2OC)cc1 (stereo not given)
    -7.4, 3.7, -8.2
[80] CCc1[nH]c2c(CNC(=O)CC(C)N3CCOCC3)cc(C)cc2c1C (stereo not given)
    -5.8, 4.2, /
[81] O=C(c1ccc(C(F)(F)F)o1)N1CCC2(CCNC2=O)CC1
    -0.2, 2.4, /
[82] CCc1cnc(N)nc1NCCCCN1CCCC1
    -3.0, /, -3.9
[83] Cc1ccc(S(=O)(=O)N(C)CCOc2ccccc2C)s1
    -7.9, 6.4, /
[84] Cc1cc(F)ccc1Oc1cc(N2CCN(C(=O)COCc3ccccc3)C(C)C2)ncn1 (stereo not given)
    -1.2, /, -8.6
[85] Cc1nccn1CCCNC(=O)CC1C(=O)NCCN1CC1CCCCC1 (stereo not given)
    -3.1, -1.3, /
[86] O=C(NCCCn1cccn1)C1CCCN(C2CCN(C(=O)C3CC3)CC2)C1 (stereo not given)
    -4.7, 3.1, -11.9
[87] Cc1sc2nc(CSc3nc4sc5c(c4c(=O)n3C)CCC5)[nH]c(=O)c2c1C
    0.7, 11.5, /
[88] COc1cccc(N2CCCn3c2nc2c3c(=O)n(CCN3CCOCC3)c(=O)n2C)c1
    -6.3, 4.0, /
[89] Cc1cc(N(C)CC2CCCCO2)nc(N2CCOCC2)n1 (stereo not given)
    4.8, -9.1, 2.4
[90] Cc1cccc(-n2c(CCCO)nc3ccccc32)c1
    -5.1, 1.6, -12.3
[91] O=c1c2ccccc2sn1CN1CCN(S(=O)(=O)c2cccs2)CC1
    -3.9, -6.3, /
[92] CCc1nc(C)c(C(C)N(C)C(=O)NCC(=O)N2CCCC2)s1 (stereo not given)
    -6.5, 5.6, /
[93] CCOC(=O)N1CCC(NCCCC2CCOC2)CC1 (stereo not given)
    -4.6, -5.1, -13.3
[94] COc1ccccc1N1C(=O)CSC1c1ccccc1NC(=O)c1ccccc1C (stereo not given)
    -1.8, 11.9, -3.9
[95] CN(CCc1ccccc1)C1(C(=O)N2CCOC(CN)C2)Cc2ccccc2C1 (stereo not given)
    -9.3, 6.4, /
[96] CC(=O)Nc1cccc(C(=O)N(Cc2ccsc2)CC2CCCO2)c1 (stereo not given)
    -3.2, 8.5, /
[97] Cc1cccc(CO[C@]2(C(=O)NC3CC3)CC(OCc3ccccc3C#N)[C@H](O)[C@H](O)C2)c1 (stereo not given in full)
    0.2, 8.0, -4.0
[98] Nc1nonc1-c1noc(Cn2nnc3ccccc32)n1
    7.9, 5.9, 2.4
[99] N#CSc1cc(SC#N)c(N)nc1N
    5.6, 51.8, 27.7

Screens as filed in PubChem BioAssay.
